Bioassay records as filed in PubChem BioAssay.
hIAP activ – increases human intestinal alkaline phosphatase activity; P09923; purified human IAP, CDP-Star luminescence, 30 min; hits give high values; 1 = vehicle-only enzyme, 0 = enzyme-free background; activation factor at 10 µM; hit rate 0.16% among 330,000;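 active = activation factor of the enzyme at least 2-fold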; also: the source names both 10 and 20 µM as test concentration; values of inactives mirror those of a sister screen read the other way
Target sequence (P09923 whole entry, looked up): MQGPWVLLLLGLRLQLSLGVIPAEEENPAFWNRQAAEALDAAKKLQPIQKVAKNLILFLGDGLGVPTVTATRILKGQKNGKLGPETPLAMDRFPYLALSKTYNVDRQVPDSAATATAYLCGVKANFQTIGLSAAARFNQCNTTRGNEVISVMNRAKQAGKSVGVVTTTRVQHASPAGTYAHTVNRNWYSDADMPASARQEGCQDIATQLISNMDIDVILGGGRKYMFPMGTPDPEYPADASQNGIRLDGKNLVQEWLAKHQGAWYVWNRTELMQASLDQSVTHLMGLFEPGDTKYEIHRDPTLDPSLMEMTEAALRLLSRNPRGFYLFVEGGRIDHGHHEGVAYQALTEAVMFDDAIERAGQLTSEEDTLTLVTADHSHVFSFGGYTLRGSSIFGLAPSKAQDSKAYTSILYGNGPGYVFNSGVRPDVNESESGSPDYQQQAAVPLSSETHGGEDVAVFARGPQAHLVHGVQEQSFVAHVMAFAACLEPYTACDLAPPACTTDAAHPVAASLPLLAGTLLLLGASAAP
HKDC1 inhibitor – blocks human hexokinase HKDC1 activity. hit rate 0.16% among 340,000. recombinant HKDC1, G6PDH/diaphorase resazurin coupled fluorescence. inhibition, % at 20 µM;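 active = inhibition above about 35% when tested at 20 µM, limit read from the data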;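 also: plate controls were DMSO wells with enzyme for no effect and DMSO wells lacking enzyme for full effect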
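Test system: HK5 enzyme. Quantity: 5 µg/mL HK5 final. Reagent: glucose and ATP substrates. Schedule: 90 min reaction incubation at room temperature, dark. Technique: resazurin-to-resorufin fluorescence via G6PDH and diaphorase coupling, 525/613 nm. Control set: DMSO wells with and without enzyme mix.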
ATG4B inh – inhibitors of human ATG4B cysteine protease; Q9Y4P1; ATG4B cleavage of LC3-PLA2, NBD-HPC fluorescence, 1 h; inhibition, % at 8.33 µM; hit rate 0.51% among 340,000; in the data active = inhibition above about 40%
mIAP inh – mouse IAP inhibition; AID 2806; purified mouse IAP, CDP-Star luminescence, 30 min; hit rate 0.2% among 330,000; inhibition, % at 10 µM;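 active = inhibition of at least 40% at 10 µM in the primary screen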;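 also: plate controls were DMSO with enzyme for no effect and no enzyme wells for full effect; values of inactives mirror those of a sister screen read the other way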
PfGluPho inh – PfG6PD (Plasmodium falciparum) enzyme inhibition; PfGluPho enzyme, NADPH resazurin-diaphorase fluorescence; inhibition, % at 20 µM; hit rate 0.78% among 350,000;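 active = inhibition reaching at least a set limit at 20 µM in the primary screen, cut at about 59% in these data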;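 also: 0% = DMSO wells with substrate and 100% = DMSO wells lacking glucose-6-phosphate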
APOBEC3A inh – blocks human APOBEC3A ssDNA deamination; recombinant A3A, FAM/TAMRA ssDNA deamination fluorescence; inhibition, % at 20 µM; hit rate 0.41% among 330,000; AID 493011;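 active = at least 40% inhibition at 20 µM here, with at most 30% in a related deaminase screen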;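 also: plate controls were A3A with DMSO for no effect and wells lacking A3A enzyme for full effect; some results filed as inactive read as strong as hits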
Target sequence (P31941 whole entry, looked up): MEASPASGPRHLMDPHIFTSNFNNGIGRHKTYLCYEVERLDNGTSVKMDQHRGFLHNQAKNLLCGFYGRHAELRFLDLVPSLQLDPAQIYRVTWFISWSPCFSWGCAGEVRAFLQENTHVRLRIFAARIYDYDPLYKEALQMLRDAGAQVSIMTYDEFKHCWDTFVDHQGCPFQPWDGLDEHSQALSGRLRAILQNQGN
hIAP inh – blocks human intestinal alkaline phosphatase; P09923; purified IAP, CDP-Star luminescence, 30 min; inhibition, % at 10 µM; hit rate 0.12% among 330,000; AID 2544;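 active = inhibition reaching a set limit with compound at 10 µM in the primary screen, cut at about 35% in these data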;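 also: plate controls were DMSO wells with enzyme for no effect and no-enzyme buffer wells for full effect; values of inactives mirror those of a sister screen read the other way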
mIAP act – mouse IAP activation; hit rate 0.24% among 330,000; activation factor at 10 µM; muIAP, CDP-Star luminescence, 30 min; hits give high values; 1 = vehicle-only enzyme signal, 0 = enzyme-free wells;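 active = activation factor of at least 2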; also: the source names both 10 and 20 µM as test concentration; values of inactives mirror those of a sister screen read the other way
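Assay system: mouse IAP enzyme / Compound: DMSO-dissolved test compounds / Timing: 30 min, room temperature / Measured by: luminescence from enzymatic CDP-Star hydrolysis / Control set: DMSO-only wells, enzyme-free buffer wells as negative control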
Numbers without * were called inactive; nt = no result given. Random draw from the library; any-hit rate near 2.4%.

SMILES	hIAP activ	HKDC1 inhibitor	ATG4B inh	mIAP inh	PfGluPho inh	APOBEC3A inh	hIAP inh	mIAP act
COc1ccc(C(=O)N/N=C(\C)c2ccc(NC(=O)Cc3ccccc3)cc2)c(OC)c1	1.3	-2	-2	-9	-12	0	-28	1.1
COC(=O)c1c(C(=O)OC)c(-c2ccc(C)cc2)n2c1CS(=O)(=O)C2	0.98	-6	-3	1	-5	9	2	0.99
CCOCCCNC(=O)c1cc(=O)n(Cc2cccc(C)c2)c2ccccc12	1.1	-3	-8	-1	-3	-3	-6	1
CC(=O)NC1=NC(=O)/C(=C/c2cn(C(C)=O)nc2-c2ccccc2)S1	0.89	4	2	13	13	1	11	0.87
COc1cc(OC)cc(-c2nc3nc(C)c(CCC(=O)O)c(C)n3n2)c1	0.96	1	-16	-12	4	-1	4	1.1
O=C(COC(=O)C1CC1)Nc1ccc(OC(F)F)cc1	0.98	-6	-8	-4	2	0	2	1
Cc1nc(SCC(=O)NC2CCS(=O)(=O)C2)c(C#N)c(C)c1C (configuration not stated)	0.98	1	-5	-9	-4	-3	2	1.1
CCCCOc1ccc(C(=O)Nc2cc(C)c(OCC(=O)N3CCOCC3)c(C)c2)cc1	0.91	-2	-24	-14	7	4	9	1.1
COc1ccc(NC(=O)c2ccc(NC(=O)COC(=O)c3cnc(C)cn3)cc2)cc1	1.2	-9	-5	-3	13	16	-16	1
Cc1cc(C)c(C#N)c(SCC(=O)Nc2ccc(S(=O)(=O)Nc3onc(C)c3C)cc2)n1	0.99	0	-10	6	-17	-1	1	0.94
COc1ccccc1C(=O)Nc1ccc(-c2nnn(CC(=O)N3CCOCC3)n2)cc1	0.98	-9	-6	4	-5	-3	2	0.96
Cc1ccc2c(c1)N(CC(=O)NCc1ccco1)C(=O)C(C(C)C)O2 (configuration not stated)	0.85	-4	1	-3	10	3	15	1

Structures shown so far containing two or more sulfur atoms, in the order listed:
SMILES	hIAP activ	HKDC1 inhibitor	ATG4B inh	mIAP inh	PfGluPho inh	APOBEC3A inh	hIAP inh	mIAP act
Cc1nc(SCC(=O)NC2CCS(=O)(=O)C2)c(C#N)c(C)c1C (configuration not stated)	0.98	1	-5	-9	-4	-3	2	1.1
Cc1cc(C)c(C#N)c(SCC(=O)Nc2ccc(S(=O)(=O)Nc3onc(C)c3C)cc2)n1	0.99	0	-10	6	-17	-1	1	0.94

Single entries from above:
Under HKDC1 inhibitor, CCOCCCNC(=O)c1cc(=O)n(Cc2cccc(C)c2)c2ccccc12 has -3
Under hIAP activ, COC(=O)c1c(C(=O)OC)c(-c2ccc(C)cc2)n2c1CS(=O)(=O)C2 has 0.98

The results go on:
SMILES	hIAP activ	HKDC1 inhibitor	ATG4B inh	mIAP inh	PfGluPho inh	APOBEC3A inh	hIAP inh	mIAP act
Cc1ccc(Cl)c(OCC(=O)N(C)CC(=O)Nc2ccc(N3CCOCC3)cc2)c1	0.94	-1	-14	1	2	-2	6	0.99
CC(NC(=O)c1cc(S(=O)(=O)N2CCCC2)cn1C)c1ccccc1 (configuration not stated)	0.9	-2	-7	-15	-15	-2	10	1.2
O=C1c2cccnc2C(Nc2ccc(Br)cc2Br)N1Cc1cccs1 (configuration not stated)	1.3	nt	nt	11	nt	-2	-35	0.89
Oc1ccc(C(=S)N2CCCCC2)cc1Cl	0.92	-8	2	4	1	-4	8	0.96
CCN(CC)S(=O)(=O)c1ccc(N2CCCC2)c(NC(=O)Cc2ccc(OC)cc2)c1	1.1	-4	-9	-10	11	4	-6	1.1
COc1ccc(OC)c(NC(=O)COC(=O)/C=C/c2ccco2)c1	1	-2	0	6	9	11	-3	0.94
O=C1O/C(=C/C(=O)N2CCOCC2)c2ccccc21	1	-10	-13	-6	-8	0	-4	1.1
COc1ccccc1CCC(=O)OCC(=O)N1c2ccccc2NC(=O)C1(C)C	1	-5	-8	15	-8	2	-2	0.85
Cc1c(C)n(C(=O)CN2CCC(C(N)=O)CC2)c2ccccc12	0.99	-1	5	0	-12	-3	1	1
COc1ccc(NC(=O)c2cc(S(=O)(=O)N3CCOCC3)cn2C)c(OC)c1	0.98	-2	-5	-2	6	6	2	1
C=CCc1c(C)nc(SC)nc1Nc1ccc(C(C)=O)cc1	0.87	0	1	6	50	9	13	0.94
CCC12CN3CCN(CC(C3)/C1=N\NC(=O)c1ccc(F)cc1)C2	1	-8	-6	8	-12	-1	0	0.92
CCn1ncc(CN2CCC(C(=O)Nc3cccc(-c4cccc(F)c4)c3)CC2)c1C	4*	-4	-5	-247	-12	-4	-303	3.5*
CCOC(=O)C1(CCCc2ccccc2)CCN(C(=O)c2ccoc2)CC1	1.1	13	7	-8	-28	-2	-6	1.1
CNC(=O)NC(=O)C(C)OC(=O)CCCc1nc2ccccc2s1 (configuration not stated)	1.1	5	-6	-9	-9	-2	-12	1.1
CCOC(=O)C1CCCN(C(=O)c2c(-c3ccccc3Cl)noc2C)C1 (configuration not stated)	1.2	-3	-6	-12	8	-2	-19	1.1
O=[N+]([O-])c1ccc(N=Nc2ccc(O)cc2O)cc1	0.77	7	12	24	-28	8	23	0.76
O=C(Nc1ccc(Cl)cc1F)c1cc(S(=O)(=O)N2CCCCC2)ccc1F	0.97	-8	-6	-5	-5	2	3	1
C/C(=N\NC(=O)c1ccncc1)c1cccnc1	0.86	-5	-5	2	7	5	14	0.98
Cc1ccc(S(=O)(=O)N(CC(=O)N2CCOCC2)c2ccc(Br)cc2)cc1	1	0	-9	2	25	0	0	0.98
COc1ccc2nc(SCC(=O)NCc3ccc4c(c3)OCO4)[nH]c2c1	1.2	9	11	-4	-1	2	-17	1
Cc1ccc(N2C(=O)Cc3ccccc3C2=O)cc1	0.95	3	8	5	-11	2	5	0.95
COc1cccc(C2=NOC(C(=O)Nc3cc(C)nn3-c3ccccc3)C2)c1OC (configuration not stated)	0.87	-3	7	-2	21	1	13	1
O=C(N/N=C/c1ccccc1O)/C(=C/c1ccccc1)CCO	0.87	-21	-5	-10	-14	-1	13	1.1

Some of the entries so far, as labelled records:
SMILES: O=[N+]([O-])c1ccc(N=Nc2ccc(O)cc2O)cc1
  hIAP activ = 0.77 | HKDC1 inhibitor = 7 | ATG4B inh = 12 | mIAP inh = 24 | PfGluPho inh = -28 | APOBEC3A inh = 8 | hIAP inh = 23 | mIAP act = 0.76
SMILES: O=C(Nc1ccc(Cl)cc1F)c1cc(S(=O)(=O)N2CCCCC2)ccc1F
  hIAP activ = 0.97 | HKDC1 inhibitor = -8 | ATG4B inh = -6 | mIAP inh = -5 | PfGluPho inh = -5 | APOBEC3A inh = 2 | hIAP inh = 3 | mIAP act = 1
SMILES: C/C(=N\NC(=O)c1ccncc1)c1cccnc1
  hIAP activ = 0.86 | HKDC1 inhibitor = -5 | ATG4B inh = -5 | mIAP inh = 2 | PfGluPho inh = 7 | APOBEC3A inh = 5 | hIAP inh = 14 | mIAP act = 0.98

The results go on:
SMILES	hIAP activ	HKDC1 inhibitor	ATG4B inh	mIAP inh	PfGluPho inh	APOBEC3A inh	hIAP inh	mIAP act
CCOC(=O)c1cc(C)n(-c2c(C)n(C)n(-c3ccccc3)c2=O)c1C	0.86	-12	11	-6	11	-1	14	1.1
CC1(C)c2[nH]c3ccccc3c2C[C@@H]2C(=O)N(Cc3ccccc3Cl)C(=O)N21	0.86	-3	12	16	-8	-2	14	0.84
CCOc1ccccc1N(C)C(=O)CCS(=O)(=O)c1ccc2c(c1)NC(=O)C(C)S2 (configuration not stated)	0.84	-4	-4	3	26	-5	16	0.97
O=S(=O)(N/N=C\c1ccc(-c2ccccc2Cl)o1)c1ccccc1	1.1	7	8	3	-13	2	-8	0.97
CN(C(=O)c1ccccc1C(=O)OCC(=O)c1ccc(F)cc1)c1ccccc1	1.1	-2	-7	6	9	-2	-8	0.94
CCN1C(=O)/C(=C\c2ccc(F)cc2)N=C1SCC(=O)NCc1ccco1	0.97	-2	-10	2	13	-2	3	0.98
N/C(=N\OC(=O)Cc1ccccc1[N+](=O)[O-])c1ccncc1	1	-4	-8	3	-3	-4	-2	0.97
Cc1nc2ccccc2c(=O)n1NC(=O)COc1ccccc1	1.3	-4	-5	-7	-1	-6	-30	1.1
CSc1n[nH]c(N)c1S(=O)(=O)c1ccc(Cl)cc1	1.1	5	-3	6	8	2	-14	0.94
Cc1cccc(C(=O)NC2CCN(S(=O)(=O)c3ccccc3F)CC2)c1	1.5	-4	-1	4	-2	-3	-53	0.95
Cc1ccc(NC(=O)COC(=O)C2CC2)cc1S(=O)(=O)N1CCOCC1	1.1	5	-1	-1	12	1	-5	1
CCC(C(=O)NCCc1ccccc1OC)n1nc(C)c2c(C)n(-c3ccccc3)nc2c1=O (configuration not stated)	1.1	-3	-7	5	8	-2	-6	0.95
Cc1ccc(OCC(=O)N(C)CC(=O)Nc2ccc(Cl)c(C(F)(F)F)c2)c([N+](=O)[O-])n1	0.94	3	-21	4	7	-4	6	0.96
Cc1cc(NC(=O)c2ccc3c(c2)C(=O)N(Cc2cccnc2)C3=O)no1	0.94	0	-8	3	-3	0	6	0.97
O=C(Nc1ccccc1)NC1CCCCNC1=O (configuration not stated)	0.93	-3	6	-4	2	0	7	1
CN(C)C(=O)CCc1ccc2c3c([nH]c2c1)[C@]1(CCC2CCCC2)[C@@H](C(=O)N2CCOCC2)C[C@H](CC(=O)NCC24CC5CC(CC(C5)C2)C4)C(=O)N1CC3	nt	-3	-9	5	29	0	nt	0.95
CCOC(=O)c1c(C)[nH]c(O)c1C=Nc1ccc(Cl)cc1	0.85	9	-7	16	11	1	14	0.84
COc1ccc(Br)cc1C(=O)Nc1ccc(NC(=O)c2ccco2)cc1	0.89	-15	-3	-2	-28	-1	11	1
Cc1cc(C)n(-c2nnc3c4ccccc4n(C)c3n2)n1	0.97	-6	-7	2	1	-3	2	0.98
O=C(c1cc2cc(Br)ccc2o1)N1CCCC1	0.94	-9	-8	-4	15	3	6	1
O=C(Nc1cccc(Cl)c1)Nc1nc(-c2ccccc2)cs1	1.1	13	-2	-184	4	-6	-13	2.8*
CC(=O)Nc1ccc(CN2CCN(CCC(C)C)C(CCO)C2)cc1 (configuration not stated)	0.96	1	0	6	-15	3	4	0.94
CC(C)CC(N=C1NC(C)(C)Cc2ccccc21)C(=O)O (configuration not stated)	0.9	-8	-6	1	7	2	10	0.99
Cc1ccc(N2CCN(C(=S)Nc3ccccc3C)CC2)cc1	0.91	3	-1	0	12	-8	9	1

Laid out differently: 2 of the compounds above
The line under a structure holds: hIAP activ, HKDC1 inhibitor, ATG4B inh, mIAP inh, PfGluPho inh, APOBEC3A inh, hIAP inh, mIAP act
COc1ccc(NC(=O)c2cc(S(=O)(=O)N3CCOCC3)cn2C)c(OC)c1
  0.98, -2, -5, -2, 6, 6, 2, 1
CCC(C(=O)NCCc1ccccc1OC)n1nc(C)c2c(C)n(-c3ccccc3)nc2c1=O (configuration not stated)
  1.1, -3, -7, 5, 8, -2, -6, 0.95

Additional records follow:
SMILES	hIAP activ	HKDC1 inhibitor	ATG4B inh	mIAP inh	PfGluPho inh	APOBEC3A inh	hIAP inh	mIAP act
CC(=O)N(CCc1ccccc1)Cc1cc2cc(C)ccc2[nH]c1=O	1.1	-1	6	-1	18	18	-6	1
CN(C)S(=O)(=O)Oc1cccc(C(=O)Nc2ccc([N+](=O)[O-])cc2)c1	1	6	-12	9	5	-2	-4	0.91
O=C(COc1coc(CN2CCc3ccccc3C2)cc1=O)Nc1cccc([N+](=O)[O-])c1	0.92	-3	6	4	15	-2	8	0.96
Cc1ccc2cc(C)c(N3CCN(c4ccc(F)cc4)CC3)nc2c1	0.94	6	-4	-6	20	0	6	1.1
Cc1cc(C)cc(N2C(=O)CC(Sc3nnnn3-c3ccccc3)C2=O)c1 (configuration not stated)	0.87	-7	-10	7	33	2	13	0.93
